ASM inhibitor – blocks human secretory acid sphingomyelinase; P17405; placental ASM, HMU-PC fluorogenic substrate, 60 min; Potency, µM (doses to about 57.5 µM), for the others: at the top dose activity change, negative = inhibition, hits mostly inhibitors; actives 0.006% (n = 340,000); further: potency means the concentration at half of the fitted maximal effect
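HMU-PC0 cleavage (9 uM final) by human placental ASM, 60 min at 37 °C following 10 min compound exposure at RT; stopped at pH 10, fluorescence Ex 386/Em 447 nm.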
USP2a inh – inhibitors of human ubiquitin-specific protease USP2a; O75604; USP2 core, Ub-CHOP2 coupled fluorogenic reporter, 485/531; Potency, µM (highest dose often 38.3 µM), inactives show at the top dose activity change, negative = inhibition, most hits filed as inhibitors; actives 0.01% (n = 330,000); AID 463254;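 further: potency means the concentration at half of the fitted maximal effect; plate controls were DMSO wells for no effect and full inhibition by NEM control for full effect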
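Cell-free coupled assay: 10nM USP2 core preincubated 30min RT with compound in Tris-HCl pH 8.0/CaCl2/CHAPS buffer, then 25nM Ub-CHOP2 and 25nM reporter substrate; fluorescence (Ex 485/Em 531) read after 60min RT, normalized to NEM inhibition, concentration-response curves fitted.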
B2AR arrestin – beta2AR (human) beta-arrestin recruitment activity; P07550; actives 0.02% (n = 330,000); beta-arrestin recruitment to beta2AR, cell-based reporter; Potency, µM (doses to about 46.1 µM), without a hit: top-dose activation, hits mostly activators;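 further: potency means the concentration at half of the fitted maximal effect; 0% = DMSO controls and full agonism = EC100 isoproterenol or metaproterenol; nearly all actives have a fitted effect of over 65% in size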
BRCA1 expr act – BRCA1 expression activation | MCF7-BRCA1-FFLuc reporter, luminescence, 48 h; response scale: scaled: vehicle 0%, 10 µM genistein 100% | Potency, µM (series often up to 46.1 µM), without a hit: at the top dose activation, most hits filed as activators | actives 1.1% (n = 380,000) | AID 624202; further: potency means the concentration at half of the fitted maximal effect; nearly all actives have a fitted effect of over 80% in size; some results filed as inactive show a strong effect at the top dose
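MCF7 cells carrying a BRCA1-firefly luciferase reporter (2000 cells/well, phenol-red free MEM) were attached for 2 h at 37 °C, then given compounds for 48 h. Luminescence was read 15 min after luciferase reagent; activity normalized to genistein (10 microM) and DMSO.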
PTAP TSG101 blk – blocks PTAP/TSG101 interaction to inhibit HIV-1 budding; 340,000 tested, under 10 active; Q99816; Fluorescence polarization, FITC-PTAP peptide / Tsg101 binding; Potency, µM (highest dose often 115 µM), inactives show at the top dose activity change, negative = inhibition, most hits filed as inhibitors; active means well fitted inhibition curve with a large enough effect in the main read-out, with a control signal flat, not every such curve was filed as active; inconclusive means small, poorly fitted or top-dose-only effect, or effect the other way, or a change in a side signal; inactive means no such curve, though single readings can be large or run the other way; further: potency means the concentration at half of the fitted maximal effect; % of control where 0% means no effect
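Compounds were pin-transferred onto Tsg101 binding domain (10 uM final) in HEPES pH 7.5 buffer, then FITC-PTAP peptide was added at 50 nM final. After 20 min at RT, polarization reported peptide displacement across a qHTS concentration series.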
a7 integrin act – integrin-mediated muscular dystrophy alleviation activation. alpha7betagal myoblasts, beta-gal FDG fluorescence, 48 h. Potency, µM (titrated, usually from 38.3 µM), without a hit: top-dose activation, usual class: activators. actives 0.064% (n = 350,000);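 further: potency means the concentration at half of the fitted maximal effect; 100% = response of the positive control SU9516; nearly all actives have a fitted effect of over 60% in size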
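alpha7betagal+/- myoblasts (passage 13, 250/well) treated 48 h at 37C with compounds at 1:260 dilution of DMSO stock. Lysed, then beta-galactosidase activity read as FDG fluorescence (ex 480/em 540) after 30 min, with pre-read for autofluorescence.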
uPA generation – cell surface uPA generation inhibition. cell surface uPA generation assay, qHTS. Potency, µM (highest dose often 38.3 µM), for the others: top-dose activity change, negative = inhibition, most hits filed as inhibitors. actives 0.31% (n = 330,000); active means well fitted inhibition curve with a large enough effect; inconclusive means small, poorly fitted or top-dose-only effect; inactive means no such curve, though single readings can be large or run the other way; tested in mouse RAW 264.7 cells; further: potency means the concentration at half of the fitted maximal effect; on the % scale 0 is the no-effect control and ±100 the full control effect; nearly all actives have a fitted effect of over 55% in size
p53 reactivation – restores transcriptional activity of mutant p53; actives 0.063% (n = 320,000); H1299 p53-A138V BP100-luciferase reporter, luminescence, 24 h; Potency, µM (top dose mostly 92.2 µM), for inactives: top-dose activity change, positive = activation, hits mostly activators; further: potency means the concentration at half of the fitted maximal effect; % of control where 0% means no effect; nearly all actives have a fitted effect of over 45% in size
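p53-null H1299 cells stably carrying temperature-sensitive p53-A138V and a BP100-luciferase reporter were pinned with compounds (4-point, 1:5 series) and held 24 hrs at 37 deg C. Luminescence was read 10 min after detection reagent.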
Eya2 inh – inhibitors of human Eya2 phosphatase activity; O00167; recombinant Eya2, OMFP fluorescence dephosphorylation (OMFP is methylfluorescein phosphate); Potency, µM (doses to about 76.9 µM), for inactives: at the top dose activity, negative = inhibition, usual class: inhibitors; actives 0.006% (n = 330,000); AID 488837; further: potency means the concentration at half of the fitted maximal effect; on the % scale 0 is the no-effect control and ±100 the full control effect
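Eya2 protein (added as 0.2 uM solution) was preincubated with compound for 10 min at ambient temperature in 50 mM HEPES pH 7.5, 50 mM NaCl, 5 uM MgCl2, 0.05% BSA, 1 mM DTT. OMFP (added at 50 uM) then reacted 10 min; fluorescence read at 485/525 nm.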
TRPV1 ag – activates the human vanilloid receptor TRPV1. actives 0.19% (n = 320,000). Q8NER1. TRPV1-expressing cells, Fluo-8 calcium influx, agonist mode. activation, % at 8.33 µM. AID 540275; in the data active means activation above about 80%; inconclusive means between about 30% and that limit; further: 0% is about no effect
Target sequence (Q8NER1 whole entry, looked up): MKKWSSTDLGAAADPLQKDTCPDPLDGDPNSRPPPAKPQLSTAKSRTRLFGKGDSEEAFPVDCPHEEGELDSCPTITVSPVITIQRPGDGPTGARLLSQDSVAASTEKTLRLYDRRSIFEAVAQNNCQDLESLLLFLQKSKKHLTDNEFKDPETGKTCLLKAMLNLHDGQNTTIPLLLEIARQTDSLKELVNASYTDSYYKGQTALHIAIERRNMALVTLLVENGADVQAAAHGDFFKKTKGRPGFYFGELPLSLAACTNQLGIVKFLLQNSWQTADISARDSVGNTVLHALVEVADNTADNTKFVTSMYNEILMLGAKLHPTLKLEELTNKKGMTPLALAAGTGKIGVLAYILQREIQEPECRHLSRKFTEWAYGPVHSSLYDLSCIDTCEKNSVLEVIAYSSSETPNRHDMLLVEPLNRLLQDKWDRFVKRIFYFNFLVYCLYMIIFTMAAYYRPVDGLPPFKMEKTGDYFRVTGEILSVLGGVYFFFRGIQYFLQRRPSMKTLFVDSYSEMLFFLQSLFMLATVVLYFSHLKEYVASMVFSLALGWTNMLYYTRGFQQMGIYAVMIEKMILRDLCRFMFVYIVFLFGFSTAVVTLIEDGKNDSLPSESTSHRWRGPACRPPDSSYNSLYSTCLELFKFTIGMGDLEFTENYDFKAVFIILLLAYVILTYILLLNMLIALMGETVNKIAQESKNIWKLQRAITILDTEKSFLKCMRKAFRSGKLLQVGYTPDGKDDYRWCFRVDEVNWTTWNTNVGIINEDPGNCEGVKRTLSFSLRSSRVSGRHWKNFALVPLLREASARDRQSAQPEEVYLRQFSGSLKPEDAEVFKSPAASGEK
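Cells expressing TRPV1 were dye-loaded with Fluo-8 and read kinetically: 10 s baseline, 3 min after compound (agonist portion), then 2 min after EC20 capsaicin (allosteric enhancer portion). Calcium-bound dye fluorescence at 480/520 nm.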
ELG1 genotoxic – induces genotoxicity in HEK293T cells with luciferase-tagged ELG1; HEK293T ELG1-luciferase reporter, luminescence, 16 h; Potency, µM (series often up to 46 µM), without a hit: at the highest dose activity change, positive = activation, hits mostly activators; actives 1.3% (n = 330,000); further: potency means the concentration at half of the fitted maximal effect; % of control where 0% means no effect; nearly all actives have a fitted effect of over 60% in size
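HEK293T cells expressing luciferase-tagged ELG1 were treated with compound or DMSO for 16 hr at 37°C. Luciferase activity was then read after 30 min with ONE-Glo at room temperature; rising signal flags genetic stress.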
Active calls of the source: *; ? = inconclusive; · = no result given; [ ] = remark or other dose. Unless noted, the call rests on the fitted dose curve; in most records, active means well fitted curve in the direction sought with a large enough effect; inconclusive means small, poorly fitted or top-dose-only effect, or another doubt; inactive means no such curve, though single readings can be large; an effect the other way counts as inactive or inconclusive. Not a hit list (roughly 2.6% active in at least one column).

smiles	ASM inhibitor	USP2a inh	B2AR arrestin	BRCA1 expr act	PTAP TSG101 blk	a7 integrin act	uPA generation	p53 reactivation	Eya2 inh	TRPV1 ag	ELG1 genotoxic
CCc1noc(C)c1C(=O)N1CC(C)SC1=Nc1ccc(Cl)cc1 (centres undefined)	-3%	2%	-0.1%	-25%	-10%	2%	5%	-1%	-5%	18	-2%
Cc1cccc(OCCCCCN2CCOCC2)c1	2%	0%	-0.4%	24%	0%	2%	-1%	·	1%	1	3%
N#Cc1nc(Cc2cccc3ccccc23)oc1NCC1CCCO1 (centres undefined)	-2%	-1%	0.3%	-12%	·	-4%	-20%	12%	21%	·	-2%
CCOC(=O)N1CCC(NC(=O)c2cc3c(-c4ccccc4F)nn(C)c3s2)CC1	-14%	-1%	-0.3%	-26%	-7%	2%	-13%	0%	-13%	-1	-21%
Cc1cc(C)n2nc(C(=O)N3CCCC(Nc4ccc(C(C)C)cc4)C3)cc2n1 (centres undefined)	1%	-9%	0.2%	1%	1%	?	-5%	12%	10%	86*	-2%[9.26 µM]
COCc1c(C(=O)N2CCN(c3ccc(C(F)(F)F)cn3)CC2)oc2ccccc12	-22%	3%	-1.2%	-37%	-1%	9%	1%	-9%	-8%	15	-4%
Cc1ccc(NC(=O)CCC(=O)NNC(=O)Nc2cccc(Cl)c2)c(C)c1	-4%	-2%	-0.3%	-17%	-3%	-26%	4%	-11%	4%	0	0%
Cc1ccc(Cl)cc1N1CCN(C(=O)C2CCN(S(=O)(=O)c3c(C)nn(C)c3C)CC2)CC1	?	3%	0.1%	-32%	0%	20%	-8%	-14%	15%	-4	-10%
O=C(C#Cc1ccccc1)c1ccco1	-1%	2%	-0.3%	-104%[inhibitor]	-5%	-56%[inhibitor]	-5%	-26%	-9%	17	-58%[inhibitor]
CN(C(=O)COc1ccccc1C(=O)NCCOc1ccccc1)c1ccccc1	2%	0%	-1.1%	-89%	-1%	-61%[inhibitor]	-10%	-14%	8%	?	-13%
COC(=O)c1cn(NC(=O)Cc2ccccc2OC)c(=O)c2ccccc12	-4%	-1%	-1.2%	0%	-2%	?	0%	-3%	3%	5	-11%
Cc1ccc(S(=O)(=O)NCCNC(=O)N2CCOCC2)cc1	1%	7%	0.0%	3%[1.84 µM]	-3%	-20%	1%	-2%	-19%	0	-1%
CC1C/C(=N\Nc2ccc(S(N)(=O)=O)cc2[N+](=O)[O-])CC(C)(C)C1 (centres undefined)	-19%	-10%	0.3%	-27%	0%	34%	-12%	-11%	-11%	1	1%
CN(C)c1ccc(CNCCC2(O)CCOC(C)(C)C2)cc1 (centres undefined)	-1%	0%	-0.4%	8%	-4%	23%	-13%	-8%	-23%	2	1%
O=C(NCCCc1ccccc1)c1cccc(NC(=O)c2ccccc2)c1	-3%	·	·	7%	-3%	9%	-3%	·	·	·	·

One compound at a time (already shown):
Cc1cc(C)n2nc(C(=O)N3CCCC(Nc4ccc(C(C)C)cc4)C3)cc2n1 (centres undefined) is listed with ASM inhibitor = 1%; USP2a inh = -9%; B2AR arrestin = 0.2%; BRCA1 expr act = 1%; PTAP TSG101 blk = 1%; a7 integrin act = ?; uPA generation = -5%; p53 reactivation = 12%; Eya2 inh = 10%; TRPV1 ag = 86*; ELG1 genotoxic = -2%[9.26 µM]
Cc1cccc(OCCCCCN2CCOCC2)c1 is listed with ASM inhibitor = 2%; USP2a inh = 0%; B2AR arrestin = -0.4%; BRCA1 expr act = 24%; PTAP TSG101 blk = 0%; a7 integrin act = 2%; uPA generation = -1%; p53 reactivation = ·; Eya2 inh = 1%; TRPV1 ag = 1; ELG1 genotoxic = 3%

Additional records.
smiles	ASM inhibitor	USP2a inh	B2AR arrestin	BRCA1 expr act	PTAP TSG101 blk	a7 integrin act	uPA generation	p53 reactivation	Eya2 inh	TRPV1 ag	ELG1 genotoxic
O=C1C=C(c2ccc(F)cc2OCc2ccccc2)C[C@@H](c2ccc3c(c2)OCO3)C1	-3%	0%	-0.1%	-38%	1%	14%	-29%	0%	4%	?	-4%
COc1ccc(NC(=O)CCNS(=O)(=O)c2ccc3[nH]c(=O)oc3c2)cc1Cl	1%	1%	0.0%	-3%	-8%	-34%	-1%	3%	2%	4	-1%[9.26 µM]
C=CCSc1nc2sc3c(c2c(=O)[nH]1)CCC3	-1%	0%	-1.3%	0%	-1%	-10%	4%	7%	1%	1	4%
N=c1n(CCO)c2ccccc2n1Cc1ccc(Cl)cc1	0%	0%	0.1%	-29%	1%	-47%[inhibitor]	-2%	-11%	8%[15.4 µM]	1	-11%
O=C(NC1CCOC1=O)c1ccccc1 (centres undefined)	-2%	·	·	-28%	3%	11%	1%	·	·	·	·
O=C1CSc2ccc(S(=O)(=O)CCC(=O)NC3CCCCC3)cc2N1	-1%	1%	0.4%	-5%	-1%	-17%	9%	6%	1%	1	-1%
CC(=O)C[C@H]1c2cc(C(F)(F)F)ccc2S(=O)(=O)N1Cc1ccccc1	2%	·	·	2%	-4%	14%	-9%	·	·	·	·
CN(C(=O)COC(=O)CNC(=O)c1ccc(C(C)(C)C)cc1)c1c(N)n(Cc2ccccc2)c(=O)[nH]c1=O	-1%	0%	0.0%	-2%	-2%	-8%	1%	3%	-24%	-5	-1%
CCOC(=O)c1cccc(NC(=O)CNC(=O)C2CCCCC2)c1	-1%	4%	4.1%	-13%	-2%	6%	-1%	-20%	-16%	17	0%
CCOc1ccccc1CN1CCNC(=O)C1CC(=O)N(C)CCC1CCOCC1 (centres undefined)	6%	0%	-0.2%	0%	1%	1%	0%	12%	-2%	-4	1%
Cc1ccc(S(=O)(=O)/N=C2\SC(CC(=O)Nc3ccc(F)cc3)C(=O)N2c2ccccc2)cc1 (centres undefined)	-5%	-19%	4.3%	-13%	0%	0%	0%	12%	-3%	-2	2%
CCOC(=O)N1CCN(c2c(NCCc3ccc(OC)c(OC)c3)c(=O)c2=O)CC1	3%	2%	0.1%	-13%	-4%	-11%	3%	2%	4%	0	3%
O=c1cnc2ccccc2n1Cc1ccc(Br)cc1	37%	2%	-0.1%	17%	-4%	-21%	-2%	11%	4%	5	6%
CCOC(=S)SCC(=O)Nc1nc(-c2ccccc2)cs1	-8%	0%	-0.1%	-79%	1%	-17%	-6%	5%	-14%	4	?
NC(=O)c1ccc(-c2nnn(CC(=O)Nc3cccc(S(=O)(=O)N4CCCC4)c3)n2)cc1	-7%	-1%	-0.2%	4%	-6%	4%	16%	4%	-24%	0	4%

Filtered by structure: the compounds so far containing a thiophene ring, fused or not.
smiles	ASM inhibitor	USP2a inh	B2AR arrestin	BRCA1 expr act	PTAP TSG101 blk	a7 integrin act	uPA generation	p53 reactivation	Eya2 inh	TRPV1 ag	ELG1 genotoxic
CCOC(=O)N1CCC(NC(=O)c2cc3c(-c4ccccc4F)nn(C)c3s2)CC1	-14%	-1%	-0.3%	-26%	-7%	2%	-13%	0%	-13%	-1	-21%
C=CCSc1nc2sc3c(c2c(=O)[nH]1)CCC3	-1%	0%	-1.3%	0%	-1%	-10%	4%	7%	1%	1	4%

Continuation.
smiles	ASM inhibitor	USP2a inh	B2AR arrestin	BRCA1 expr act	PTAP TSG101 blk	a7 integrin act	uPA generation	p53 reactivation	Eya2 inh	TRPV1 ag	ELG1 genotoxic
O=C(C1CC(c2ccc(F)cc2)=NO1)N1CCCc2ccccc21 (centres undefined)	-3%	2%	0.3%	1%	-6%	4%	-2%	3%	-3%	10	0%
CCN(C(=O)COC(=O)c1cc2c(s1)CCCCC2)C1CCS(=O)(=O)C1 (centres undefined)	-1%	3%	0.1%	-21%	·	7%	6%	·	-13%	3	4%
COC(=O)c1ccc(NC(=O)CC2C(=O)N(C)C(=S)N2Cc2ccc(S(N)(=O)=O)cc2)cc1 (centres undefined)	0%	10%	4.0%	1%	-8%	-32%	-2%	-3%	7%	-1	0%
Cc1nc(N)sc1C(=O)N/N=C/c1ccco1	1%	4%	4.2%	-25%	-2%	-12%	-2%	3%	0%	-4	7%
CC(=O)NCC(=O)OCC(=O)c1ccc(Br)cc1	3%	3%	0.8%	18%	-1%	-11%	3%	-1%	-1%	0	-1%
CCCn1nnc(NC(=O)c2ccc3c(c2)OCO3)n1	3%	-3%	1.0%	98%	-1%	11%	8%	10%	-7%	-2	?
COc1ccc(OC)c(C(=O)COC(=O)c2cc(C)oc2C)c1	-1%	1%	-0.2%	-16%	0%	-8%	0%	-7%	-1%	21	-1%
CCC(=O)N(c1nnc(SCC(=O)c2ccc[nH]2)s1)C1CC1	0%	-7%	0.2%	61%	-5%	-23%	2%	?	-8%	·	8%

Screening results deposited in PubChem by National Center for Advancing Translational Sciences (NCATS).
